XIAP displacement – small molecules displacing peptide from XIAP – biochemical, IAP family, fluorescence polarization (AID 1018). hit rate 0.007% among 200,000. displacement, % at 20 µM; hits with a dose series show IC50 in µM. XIAP BIR domain, fluorescence polarization peptide displacement; higher % means a stronger effect; in the data active = displacement above about 50%; also: a part of the inactive calls stands beside numbers as strong as those of hits
M17LAP inhibition – P. falciparum M17LAP inhibitors, primary screen, biochemical, fluorogenic H-Leu-NHMec substrate, 1536-well (AID 1619); recombinant M17LAP, H-Leu-NHMec fluorogenic kinetic assay; higher % means a stronger effect; inhibition, % at 30 µM; hits with a dose series show IC50 in µM; hit rate 0.38% among 220,000;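 active = compound inhibiting the enzyme by more than half at any dose during confirmatory dose-response retesting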;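 also: plate controls were full reaction with DMSO carrier for no effect and no enzyme background for full effect; strong numbers were not always called active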
PhoP inhibition – PhoP-dependent GFP reporter repression – Salmonella Typhimurium, primary screen (AID 1863) | S. Typhimurium PhoP-regulated promoter GFP reporter, 4 h; higher % means a stronger effect | inhibition, % at 50 µM, or IC50 in µM where a hit was titrated | hit rate 0.16% among 300,000;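 active = inhibition over 29.93%, a cutoff 3 SD above the screen mean, later confirmed by dose response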;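 also: 0% = low Mg2+ inducing control and 100% = high Mg2+ repressing control; strong numbers were not always called active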
Yfh1-off respiration – mitochondrial function rescue without frataxin homolog – Friedreich's ataxia, plus single-dose screen, dose response (AID 1465); S. cerevisiae Yfh1-off respiration, WST-1 reduction, 72 h; higher fold induction means a stronger effect; fold induction at 50 µM, or EC50 in µM where a hit was titrated; hit rate 0.074% among 220,000;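 active = fold induction of absorbance versus untreated yeast above a set limit, then at least 30% activation at any dose in follow-up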;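 also: activators that raise dye reduction in frataxin-depleted yeast; strong numbers were not always called active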
P. falciparum M1AAP – P. falciparum M1AAP inhibitors, biochemical, fluorogenic H-Leu-NHMec substrate, 1536-well (AID 1445). recombinant M1AAP, H-Leu-NHMec fluorogenic kinetic assay; higher % means a stronger effect. inhibition, % at 30 µM; hits with a dose series show IC50 in µM. hit rate 0.42% among 220,000;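 active = primary inhibition above the hit cutoff, then over 50% inhibition at one or more dose response concentrations, cut at about 23% in these data, passing the limit was not always enough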;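 also: plate controls were DMSO full reaction for no effect and no enzyme background for full effect; strong numbers were not always called active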
PMI inhibition – human PMI inhibitors, high substrate, primary screen, biochemical, fluorescence intensity, high mannose 6-phosphate (AID 1220); recombinant PMI enzyme, coupled fluorescence intensity; higher % means a stronger effect; one-dose inhibition, % at 20 µM; IC50 in µM for titrated hits; hit rate 0.66% among 190,000; in the data active = inhibition above about 50%
ER stress rescue – protection against thapsigargin-triggered cell killing – 384-well, CSM14.1, ATP luminescence, primary screen (AID 1222). CSM14.1 thapsigargin-induced death rescue, ATP luminescence; higher % means a stronger effect. cellular ATP content (survival), % at 20 µM, or EC50 in µM where a hit was titrated. 190,000 tested, under 10 active;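 active = EC50 below 50 µM in the dose-response confirmation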;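 also: death triggered by thapsigargin at about 15 µM added after 2 h compound pretreatment; cell ATP read after overnight thapsigargin exposure of roughly 18 to 22 hours; normalized against plate controls of thapsigargin alone and 5% DMSO vehicle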
Siah-1 displacement – Siah-1 peptide-binding antagonists, primary screen, biochemical, fluorescence polarization, rhodamine-plectin, uHTS (AID 1817); Siah-1 / rhodamine-plectin peptide fluorescence polarization; higher % means a stronger effect; hit rate 0.02% among 290,000; displacement, % at 20 µM; hits with a dose series show IC50 in µM;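 active = displacement of at least 50% at 20 µM, with a fluorescence ratio check between 0.3 and a set limit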;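 also: plate controls were Siah plus tracer with DMSO for no effect and tracer alone without Siah for full effect; strong numbers were not always called active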
West Nile virus CPE – West Nile virus antiviral activity, cell-based, CPE readout (AID 1621); West Nile virus-infected cells, CPE inhibition; higher % means a stronger effect; one-dose CPE inhibition, % at 10 µM; IC50 in µM for titrated hits; hit rate 0.02% among 290,000; in the data active = a potency from the dose series; also: strong numbers were not always called active
An asterisk follows results filed as active; i = inactive; · = not tested or not shown. Outcome played no part in choosing rows. About 1.6% of those tested had a hit in this group.

smiles	West Nile virus CPE	PhoP inhibition	Siah-1 displacement	ER stress rescue	M17LAP inhibition	PMI inhibition	XIAP displacement	P. falciparum M1AAP	Yfh1-off respiration
COc1ccc(NC(=O)Cn2c(=O)n(-c3ccc(OC)cc3OC)c(=O)c3c(C)c(C)sc32)cc1	1.1%	-1%	0%	0.2%	1%	20%	-1.6%	-2%	i
Cc1occc1C(=O)N/N=C/c1ccc(Cl)c([N+](=O)[O-])c1	-0.4%	-12%	3%	-1.4%	3%	0%	-13%	4%	i
COc1cc2[nH]c(=O)n(CCC(=O)N3CCN(Cc4ccccc4)CC3)c(=O)c2cc1OC	-0.3%	2%	-3%	-1.8%	12%	-9%	-9.9%	-1%	i
O=C(COc1ccc(Cl)cc1)NNC(=O)CSc1nncs1	-0.2%	1%	-7%	-0.9%	19%	-8%	-5.9%	20%	i
O=c1cc(N2CCOCC2)[nH]c(=O)n1-c1ccc(Br)cc1	0.1%	8%	-4%	-1.6%	-9%	11%	-2.8%	-2%	i
CCn1c(SCC(=O)NCc2ccc(C)cc2)nnc1-c1ccncc1	-0.2%	9%	9%	2.8%	-2%	-5%	-3.8%	-4%	i
O=C(Nc1nnc(-c2ccccc2)o1)NC1CCCCC1	0.4%	0%	1%	-0.5%	1%	20%	-3.7%	18%	i
CCCn1cnc2sc(C(N)=O)c(C)c2c1=O	-0.1%	1%	-3%	-2.6%	8%	0%	-4.5%	1%	i
CC1CCCN(S(=O)(=O)c2coc(C(N)=O)c2)C1 (stereo unspecified)	-0.5%	28%	0%	0.1%	1%	8%	-0.9%	-4%	i
CCOC(=O)C1CCN(c2c(NCCCN(C)C3CCCCC3)c(=O)c2=O)CC1	0.2%	-6%	0%	·	4%	3%	-7.9%	7%	i
CCCc1[nH][nH]c(=O)c1C(c1ccc(Cl)cc1)C(C#N)C#N (stereo unspecified)	-0.3%	-3%	7%	-2.5%	51%	9%	-4.0%	0%	i
Cc1ccccc1NC(=O)COc1ccc2oc(=O)cc(C)c2c1	0.6%	-12%	-5%	1.8%	-6%	11%	-19%	9%	i
O=C1C(Cl)=C(NCCCO)C(=O)c2ccccc21	1.1%	17%	4%	-0.5%	13%	3%	-9.8%	3%	i
CCCOc1ccc(CNCCCOCC)cc1OC	-0.4%	-4%	10%	-2.1%	3%	-7%	-2.9%	3%	i
COc1ccccc1-c1cc(C(=O)NCc2cccs2)no1	-0.9%	-9%	2%	-0.6%	9%	2%	-7.0%	2%	i
Cc1ccc(NC(=O)Nc2cccc([N+](=O)[O-])c2)nc1	0.1%	4%	8%	-1.4%	-2%	1%	-5.5%	1%	i
Cc1cc(NC(=O)CCC(=O)N(CC(=O)NC2CCCC2)Cc2ccco2)no1	-0.3%	-10%	-2%	0.5%	2%	-4%	-3.9%	18%	i
Cc1cc(C)c(C2C3=C(Nc4c2c(C)nn4-c2ccccn2)c2ccccc2C3=O)c(C)c1 (stereo unspecified)	-1.0%	-4%	-2%	-7.9%	4%	-17%	-2.4%	8%	i
COc1ccc(-c2cn3c(C)c(C(=O)NCCN4CCOCC4)sc3n2)cc1	·	5%	-5%	-1.6%	2%	-38%	1.3%	7%	·
CCS(=O)(=O)n1nc(-c2ccco2)nc1N	-0.6%	0%	1%	0.2%	-1%	14%	-7.1%	5%	i
COc1cc(OC)c2ccc(=O)oc2c1C(CCN1CCCCC1)c1ccc(N(C)C)cc1 (stereo unspecified)	0.0%	0%	0%	·	17%	·	·	6%	i
CCCCCc1nc2sc3c(c2c(=O)n1NC(=O)c1ccc([N+](=O)[O-])cc1)CC(C)(C)OC3	-1.1%	-11%	1%	-1.9%	0%	4%	-3.1%	5%	i
CCSc1nnc(NC(=O)C(C)(C(F)(F)F)C(F)(F)F)s1	-0.5%	-7%	0%	0.5%	30%	-22%	-7.5%	-6%	i
Cc1ccc(S(=O)(=O)Nc2cccc(C(=O)Nc3cc(C)ccn3)c2)cc1	0.0%	-2%	1%	0.0%	5%	-4%	-3.1%	4%	i
COc1ccc(C(=O)N2CCC(C(=O)Nc3cccc(C)c3)CC2)cc1OC	-0.4%	0%	-1%	1.8%	19%	3%	10%	-2%	i
CCC(C)NC(=O)C(=O)NCC1CCCN1CC (stereo unspecified)	·	5%	18%	-0.8%	0%	-6%	-3.6%	-6%	·
COc1c(C)cc(S(=O)(=O)NC2CC(C)(C)NC(C)(C)C2)c(C)c1C	0.3%	-4%	-6%	-1.2%	4%	5%	0.4%	-4%	i
COCCNC(=O)C(=O)c1cc(C)n(-c2ccc([N+](=O)[O-])cc2)c1C	-0.4%	-2%	-1%	-0.1%	0%	6%	-2.1%	8%	i
COCc1cc(C)n(CC(=O)N2CCCC2)c(=O)c1C#N	0.3%	0%	-4%	-1.2%	3%	-7%	-7.2%	9%	i
CCN(Cc1ccccc1)C(=S)Nc1cc(C(=O)OC)ccc1C(=O)OC	-0.7%	6%	-6%	-0.6%	-68%	5%	-3.4%	4%	i
S=C(Nc1ccccc1Cl)N(CCCN1CCOCC1)Cc1ccccn1	-1.1%	-4%	0%	0.7%	7%	15%	-0.1%	1%	i
CCOC(=O)N1CCN(C(=O)CN(C)S(=O)(=O)c2ccc(OC)c(OC)c2)CC1	0.6%	-3%	2%	2.4%	-10%	3%	-5.0%	1%	i
CCOC(=O)c1cnc(-c2ccccc2)nc1N	0.7%	16%	2%	·	9%	14%	-5.5%	-2%	i
OCCC#Cc1ccc(CN2CCN(Cc3ccccc3)C(CCO)C2)cc1 (stereo unspecified)	-0.6%	3%	6%	-0.7%	-1%	-3%	-6.0%	1%	i
CCOc1ccc(/C=N/NC(=O)Nc2ccccc2)cc1	-0.1%	-5%	0%	0.3%	4%	·	-8.6%	4%	i
O=C(NC1CCCc2ccccc21)c1ccc(Cl)nc1 (stereo unspecified)	-0.3%	-8%	-1%	-0.4%	9%	0%	-9.4%	0%	i
CCOc1ccc(C(=O)COC(C)=O)cc1	0.1%	2%	5%	-1.5%	5%	-4%	-1.9%	-2%	i
Cc1ccccc1CC1(CO)CCCN(Cc2c(C)nn(C)c2Cl)C1 (stereo unspecified)	-0.3%	-3%	-4%	-2.4%	10%	8%	-17%	-2%	i
Cc1cc(C)c(C(=O)C2OC(=O)C(C)(C)C(=O)C2(C)C)c(C)c1 (stereo unspecified)	-0.4%	5%	1%	5.1%	3%	-2%	-3.0%	9%	i
Cn1c(NNC(=O)c2c(F)cccc2F)cc(=O)n(C)c1=O	0.0%	-5%	-3%	·	-2%	·	·	-6%	i
O=C1c2ccccc2C(Nc2ccc(S(=O)(=O)N3CCCCC3)cc2)N1c1ccccn1 (stereo unspecified)	-0.1%	·	-10%	-0.5%	·	-17%	-6.7%	·	i
O=c1nc2scc(-c3ccccc3)n2c2ccccc12	-0.7%	0%	7%	0.8%	0%	3%	-2.0%	0%	i
Cc1ccc(Nc2ncnc(N)n2)cc1	0.3%	-2%	1%	-0.3%	3%	11%	0.3%	2%	i
Nc1nc(-c2ccccc2)[nH]c(=O)c1N=O	-0.2%	2%	0%	·	29%	·	·	6%	i
c1ccc2[nH]c3cc4ncnc4cc3nc2c1	-0.5%	-14%	-5%	-2.0%	11%	-22%	-3.8%	9%	i
NC(=O)C1=C[C@@H](c2ccc(Br)cc2)C[C@@H](OCCCCO)O1	-0.4%	-2%	0%	-0.4%	4%	66%*	-6.8%	-1%	i
CC(=O)c1c(C)oc2c1cc(O)c1ccccc12	1.6%	0%	2%	·	-12%	·	·	1%	i
CCCn1nc(NC(=O)c2cccs2)c2cc3ccccc3nc21	-0.4%	16%	-4%	-0.3%	-23%	6%	-6.1%	12%	i
CCn1c(CSc2nc3ccccc3[nH]2)n[nH]c1=S	-0.6%	-15%	5%	·	25%	-1%	-3.0%	8%	i
COc1cc(CN2CCC(C(=O)N3CCN(c4ccccc4F)CC3)CC2)ccc1O	-0.7%	0%	2%	-0.4%	0%	13%	-0.4%	-5%	i

3 compounds from above, arranged by the value under PMI inhibition, descending.
smiles	PMI inhibition
CCS(=O)(=O)n1nc(-c2ccco2)nc1N	14%
COc1cc(CN2CCC(C(=O)N3CCN(c4ccccc4F)CC3)CC2)ccc1O	13%
CCN(Cc1ccccc1)C(=S)Nc1cc(C(=O)OC)ccc1C(=O)OC	5%

The list goes on:
smiles	West Nile virus CPE	PhoP inhibition	Siah-1 displacement	ER stress rescue	M17LAP inhibition	PMI inhibition	XIAP displacement	P. falciparum M1AAP	Yfh1-off respiration
CC(C)CNC(=O)COc1ccc2c3c(c(=O)oc2c1)CCC3	-0.5%	3%	-2%	-1.1%	5%	7%	-8.6%	2%	i
CCC(N)C12CC3CC(CC(O)(C3)C1)C2 (stereo unspecified)	0.0%	0%	3%	0.0%	2%	-6%	-4.1%	11%	i
COc1cc(C(=O)NCC(=O)OCn2nnc3ccccc3c2=O)cc(OC)c1OC	0.4%	-1%	-4%	9.2%	-5%	1%	-4.5%	-1%	i
CCOC(=O)c1ccc2c(c1)sc(=NC(=O)c1ccco1)n2CCOC	-0.3%	-16%	7%	4.5%	12%	6%	-6.3%	5%	i
CC(=O)c1ccc(Nc2cc(C)nc3c(C)cc(C)cc23)cc1	-1.9%	-6%	0%	-3.5%	-1%	4%	-0.5%	4%	i
CC1(C)Cc2c(c(-c3ccco3)[nH]c(=O)c2C#N)CO1	2.0%	-19%	5%	2.0%	-10%	3%	1.2%	16%	i
CC(=O)c1ccccc1C(=O)NCc1cccnc1	0.7%	0%	-5%	-5.2%	6%	-4%	-1.9%	-1%	i

Some values from above:
Value of CC1CCCN(S(=O)(=O)c2coc(C(N)=O)c2)C1 (stereo unspecified) under Siah-1 displacement: 0%
Value of CCCc1[nH][nH]c(=O)c1C(c1ccc(Cl)cc1)C(C#N)C#N (stereo unspecified) under M17LAP inhibition: 51%
Value of COc1cc2[nH]c(=O)n(CCC(=O)N3CCN(Cc4ccccc4)CC3)c(=O)c2cc1OC under M17LAP inhibition: 12%
Value of COc1cc(C(=O)NCC(=O)OCn2nnc3ccccc3c2=O)cc(OC)c1OC under PhoP inhibition: -1%
Value of Cc1ccccc1NC(=O)COc1ccc2oc(=O)cc(C)c2c1 under M17LAP inhibition: -6%

Two entries from above, with values under each structure.
Sequence of screens – West Nile virus CPE	PhoP inhibition	Siah-1 displacement	ER stress rescue	M17LAP inhibition	PMI inhibition	XIAP displacement	P. falciparum M1AAP	Yfh1-off respiration
> CC(=O)c1ccc(Nc2cc(C)nc3c(C)cc(C)cc23)cc1
    -1.9%	-6%	0%	-3.5%	-1%	4%	-0.5%	4%	i
> CC(C)CNC(=O)COc1ccc2c3c(c(=O)oc2c1)CCC3
    -0.5%	3%	-2%	-1.1%	5%	7%	-8.6%	2%	i

Screening results deposited in PubChem by several laboratories.
